TCR activator = T cell receptor activation. primary human leukocytes, anti-CD3, IL-2 HTRF, 48 h. Potency, µM (doses to about 9.22 µM), for inactives: top-dose activation of IL-2 secretion, usual class: activators. 330,000 tested, under 10 active. AID 504894; further: % of control where 0% means no effect
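Compounds are tested in HTS on primary human leukocytes co-incubated with a-CD3 beads for 48 hr. IL-2 output is measured by time-resolved FRET.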
B2AR arrestin = beta2AR (human) beta-arrestin recruitment activity; Potency, µM (series often up to 46.1 µM), for inactives: top-dose activation, hits mostly activators; P07550; 0.02% of 330,000 active; beta-arrestin recruitment to beta2AR, cell-based reporter;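 further: potency means the concentration at half of the fitted maximal effect; 0% = DMSO controls and full agonism = EC100 isoproterenol or metaproterenol; nearly all actives have a fitted effect of over 65% in size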
Target sequence (P07550 whole entry, looked up): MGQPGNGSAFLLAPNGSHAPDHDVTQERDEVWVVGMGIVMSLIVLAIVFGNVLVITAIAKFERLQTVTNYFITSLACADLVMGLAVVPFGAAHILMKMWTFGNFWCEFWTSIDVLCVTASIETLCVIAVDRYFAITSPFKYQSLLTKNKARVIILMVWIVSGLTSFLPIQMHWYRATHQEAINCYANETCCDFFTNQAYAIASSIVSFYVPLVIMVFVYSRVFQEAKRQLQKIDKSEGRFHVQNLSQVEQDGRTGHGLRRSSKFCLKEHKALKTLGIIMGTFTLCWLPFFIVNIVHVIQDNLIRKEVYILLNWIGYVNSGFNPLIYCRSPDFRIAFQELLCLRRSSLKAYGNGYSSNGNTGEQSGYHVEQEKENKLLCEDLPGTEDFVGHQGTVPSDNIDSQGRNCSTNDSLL
TSG101-PTAP inh = blocks PTAP/TSG101 interaction to inhibit HIV-1 budding | 340,000 tested, under 10 active | AID 493005 | Fluorescence polarization, FITC-PTAP peptide / Tsg101 binding | Potency, µM (series often up to 115 µM), for the others: at the top dose activity change, negative = inhibition, usual class: inhibitors | Q99816; active means well fitted inhibition curve with a large enough effect in the main read-out, with a control signal flat, not every such curve was filed as active; inconclusive means small, poorly fitted or top-dose-only effect, or effect the other way, or a change in a side signal; inactive means no such curve, though single readings can be large or run the other way; further: potency means the concentration at half of the fitted maximal effect; % of control where 0% means no effect
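Steps: Tsg101 binding domain dispensed (10 uM final), compounds pinned in DMSO, FITC-labeled PTAP-motif peptide added (50 nM final); after 20 min binding at room temperature, polarization measured.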
ELG1 DNA repair = ELG1-dependent DNA repair inhibition; HEK293T ELG1-luciferase reporter, luminescence, 16 h; DNA damage induced by 5-fluorouridine; Potency, µM (doses to about 46.1 µM), for inactives: top-dose activity change, negative = inhibition, usual class: inhibitors; 2.3% of 330,000 active; AID 504467; further: potency means the concentration at half of the fitted maximal effect; on the % scale 0 is the no-effect control and ±100 the full control effect; nearly all actives have a fitted effect of over 55% in size
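HEK293T cells expressing luciferase-tagged ELG1 (2,000/well) received 5-Fluorouridine plus compound or DMSO for 16 hr at 37 °C. Luciferase was read by ONE-Glo luminescence after 30 min at room temperature.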
Chronic BCR inh = inhibitors of chronic active B-cell receptor signaling. 0.05% of 340,000 active. ABC-DLBCL IkBa-CBG/CBR reporter, luminescence ratio, 4 h. Potency, µM (doses to about 46.1 µM), inactives show top-dose ratio change, negative = lower green/red ratio, usual class: inhibitors. AID 493014; active means well fitted inhibition curve with a large enough effect in the signal ratio, with a control signal flat, not every such curve was filed as active; inconclusive means small, poorly fitted or top-dose-only effect, or effect the other way, or a change in a side signal; the % refers to the signal ratio;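 further: potency means the concentration at half of the fitted maximal effect; plate controls were basal doxycycline-induced cells for no effect and cells given 10 µM MG132 for full effect; MG132 reads +100%, hits lower the ratio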
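TMD8 ABC-DLBCL cells carrying doxycycline-inducible green luciferase fused to IkappaBalpha plus unfused red luciferase were exposed to compounds (up to 46 uM) for 4 hrs at 37C. Activity came from the overlap-corrected green/red luminescence ratio.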
uPA generation = cell surface uPA generation inhibition. AID 540303. cell surface uPA generation assay, qHTS. Potency, µM (titrated, usually from 38.3 µM), inactives show top-dose activity change, negative = inhibition, actives largely listed as inhibitors. 0.31% of 330,000 active; active means well fitted inhibition curve with a large enough effect; inconclusive means small, poorly fitted or top-dose-only effect; inactive means no such curve, though single readings can be large or run the other way; tested in mouse RAW 264.7 cells; further: potency means the concentration at half of the fitted maximal effect; on the % scale 0 is the no-effect control and ±100 the full control effect; nearly all actives have a fitted effect of over 55% in size
TSHR antag = blocks TSH signaling through the human TSH receptor; TSHR-expressing cells, TSH-stimulated cAMP HTRF, 2 h; stronger effect = lower value; activity change, negative = inhibition, % at 11.5 µM; P16473; 0.2% of 330,000 active;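 active means activity change below a set negative limit, meaning inhibition stronger than a set level, cut at about -70% in these data; inconclusive means activity change between two set negative limits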; further: on the % scale 0 is the no-effect control and ±100 the full control effect
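Cell-based HTRF cAMP assay; TSHR cells + compound, TSH EC80 (4nM final), 2 h, 37 deg C. Lysis with anti-cAMP cryptate and cAMP-d2, 30 min RT, read 665/620 nm.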
USP2a block = USP2a (human) protease inhibition; Potency, µM (series often up to 38.3 µM), without a hit: at the top dose activity change, negative = inhibition, hits mostly inhibitors; USP2 core, Ub-CHOP2 coupled fluorogenic reporter, 485/531; O75604; 0.01% of 330,000 active; AID 463254;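 further: potency means the concentration at half of the fitted maximal effect; plate controls were DMSO wells for no effect and full inhibition by NEM control for full effect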
Target sequence (O75604 whole entry, looked up): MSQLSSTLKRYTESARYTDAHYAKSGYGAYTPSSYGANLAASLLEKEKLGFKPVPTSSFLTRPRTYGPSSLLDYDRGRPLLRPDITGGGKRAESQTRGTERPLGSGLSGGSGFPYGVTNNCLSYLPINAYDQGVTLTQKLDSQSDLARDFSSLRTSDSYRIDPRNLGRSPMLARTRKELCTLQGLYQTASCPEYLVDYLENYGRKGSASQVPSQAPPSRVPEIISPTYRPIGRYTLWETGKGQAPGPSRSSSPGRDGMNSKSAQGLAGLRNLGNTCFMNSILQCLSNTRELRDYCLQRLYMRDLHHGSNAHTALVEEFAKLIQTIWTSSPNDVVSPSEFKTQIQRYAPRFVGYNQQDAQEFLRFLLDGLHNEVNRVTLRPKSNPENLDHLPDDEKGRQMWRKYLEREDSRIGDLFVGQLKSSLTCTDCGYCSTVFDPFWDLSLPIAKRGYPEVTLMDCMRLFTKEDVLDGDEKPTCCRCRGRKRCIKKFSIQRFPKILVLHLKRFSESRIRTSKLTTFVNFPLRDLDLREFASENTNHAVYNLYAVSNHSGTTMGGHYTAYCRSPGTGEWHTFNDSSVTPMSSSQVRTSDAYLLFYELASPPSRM
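USP2 core (10nM final) preincubated 30min RT with compound in 20mM Tris-HCl pH 8.0, 2mM CaCl2, 2mM beta-mercaptoethanol, 0.05% CHAPS; 25nM Ub-CHOP2 plus 25nM reporter substrate added, fluorescence (Ex485/Em531) read after 60min.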
Eya2 inh = Eya2 (human) phosphatase inhibition; O00167; recombinant Eya2, OMFP fluorescence dephosphorylation (OMFP is methylfluorescein phosphate); Potency, µM (titrated, usually from 76.9 µM), for inactives: at the top dose activity, negative = inhibition, usual class: inhibitors; 0.006% of 330,000 active; AID 488837; further: potency means the concentration at half of the fitted maximal effect; on the % scale 0 is the no-effect control and ±100 the full control effect
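Eya2 (0.2 uM) preincubated 10 min at ambient with compound, then OMFP substrate added at 50 uM; 10 min reaction in 50 mM HEPES pH 7.5, 50 mM NaCl, 5 uM MgCl2, 0.05% BSA, 1 mM DTT. Fluorescence read at Ex 485/Em 525 nm.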
Tb PFK block = T. brucei PFK enzyme inhibition; O15648; T. brucei PFK, ADP-Glo luminescence; Potency, µM (doses to about 57.5 µM), inactives show at the highest dose activity, negative = inhibition, most hits filed as inhibitors; 0.17% of 330,000 active; AID 485367;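 further: potency means the concentration at half of the fitted maximal effect; 0% = uninhibited 1x PFK enzyme wells and -100% = no-enzyme wells; nearly all actives have a fitted effect of over 60% in size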
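Luminescent ADP detection (ADP-Glo, two-step: ATP depletion then ADP-to-ATP conversion for luciferase) reported PFK activity after 45 min room-temperature reaction of 1.25 nM enzyme with 0.5 mM F6P and 0.1 mM ATP at pH 8.0.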
Mito fusion act = inhibitors of mitochondrial division or activators of mitochondrial fusion; S. cerevisiae fusion-defective mutant growth rescue, CellTiterGlo 48 h; Potency, µM (titrated, usually from 46.1 µM), for the others: at the top dose growth rescue (activation), hits mostly activators; 0.23% of 320,000 active; AID 485298;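 further: potency means the concentration at half of the fitted maximal effect; % of control where 0% means no effect; nearly all actives have a fitted effect of over 45% in size; temperature-sensitive fusion mutants such as fzo1-1 at 37 °C on non-fermentable ethanol glycerol medium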
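Compounds are tested for their ability to restore growth of mitochondrial fusion-defective yeast strains at non-permissive 37C in YPEG medium over 48 hours. Viability is quantified by luciferase luminescence.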
* marks the source's active call; other numbers are inactive results; ? = inconclusive; . = no result given; [ ] = another dose, or the depositor's remark. Unless noted, the call rests on the fitted dose curve; in most records, active means well fitted curve in the direction sought with a large enough effect; inconclusive means small, poorly fitted or top-dose-only effect, or another doubt; inactive means no such curve, though single readings can be large; an effect the other way counts as inactive or inconclusive.

SMILES	TCR activator	B2AR arrestin	TSG101-PTAP inh	ELG1 DNA repair	Chronic BCR inh	uPA generation	TSHR antag	USP2a block	Eya2 inh	Tb PFK block	Mito fusion act
COc1cc(C(=O)NC2CCN(C)CC2)ccc1Nc1ncc2c(n1)N(C1CCC(O)CC1)CCC(=O)N2C (stereo unspecified)	4.7%	0.2%	-2.7%	?	?	12.8%	-1.0	7.9%	-13.6%	-1.0%	.
CC(C)c1ccc(NC(=O)CSc2nc3ccsc3c(=O)n2CCC(=O)O)cc1	-2.5%	0.3%	-0.3%	13.0%	5.9%	5.3%	6.6	2.2%	0.0%	-6.8%	-2.4%
COc1cccc(C(=O)NCC2CCCN2S(=O)(=O)c2cccs2)c1 (stereo unspecified)	6.0%	-0.4%	-3.9%	-0.6%	-2.3%	-2.2%	-1.8	0.2%	-18.1%	7.1%	2.6%
COc1cc(OC)cc(C(=O)N2CCC(C(=O)NCCc3ccccc3)CC2)c1	-3.2%	0.4%	0.1%	-0.5%	1.8%	4.1%	-2.6	1.2%	-12.1%	0.4%	-1.1%
N#CCSc1ccc(S(=O)(=O)N2CCOCC2)cn1	-3.4%[46.1 µM]	-0.2%	-0.5%	22.3%	3.3%	0.1%	6.3	1.0%	-5.0%	-0.3%	.
Cc1c(C)[n+](=O)c2c(n1[O-])C(Br)CCC2Br (stereo unspecified)	-3.5%	-0.2%	-2.3%	0.0%	?	1.5%	7.3	0.8%	?	-4.7%	-5.9%
O=C(c1ccncc1)N1CCc2ccccc2C1	-1.3%	0.3%	-5.1%	22.5%	-1.9%	3.1%	-0.7	-3.9%	-19.2%	-10.4%	-0.7%
Cc1ccc([N+](=O)[O-])cc1NC(=O)CCSc1ccc(Cl)cc1	-0.7%	-0.5%	-7.3%	0.0%	?	14.7%	-38.1	-2.1%	-19.5%	-3.2%	20.8%
CCN1C[C@@H]2[C@@H]3C(=O)N(C)C(=O)[C@@H]3[C@](C)(C(=O)OC)N2C1=NC	-2.5%[46.1 µM]	-0.3%	-3.8%	24.5%	8.7%	18.5%	7.7	-0.7%	5.8%	-9.0%	.
CCCn1c(N)c(C(=O)CN(C)CC(=O)Nc2ccccc2C(F)(F)F)c(=O)[nH]c1=O	.	-0.3%	-1.2%	9.2µM*	?	-14.7%	13.3	-1.2%	14.0%	-1.3%	-0.8%
COC(=O)c1ccc(C)c(NC(=O)CCc2ccc(OC)c(OC)c2)c1	-2.2%	-1.0%	-2.0%	-0.5%	?	-0.1%	9.6	1.2%	-9.5%	-4.8%	-6.3%
COCCCNc1nc2c([nH]1)c(=O)[nH]c(=O)n2C	3.3%	0.3%	-3.1%	5.5%	7.8%	-1.3%	-9.4	2.3%	-2.8%	-4.7%	9.8%
O=[N+]([O-])c1cccc(-c2cn3nc(-c4ccccc4)c(-c4ccccc4)nc3n2)c1	-0.8%	-0.4%	-23.7%	-1.7%	-5.4%	17.4%	-7.3	23.2%	-3.2%	5.3%	-2.3%
O=c1[nH]n(-c2ccccc2)c(=O)c2ccccc12	0.0%[46.1 µM]	0.1%	-6.4%	?	-1.5%	4.6%	1.8	3.7%	0.7%	-0.6%	13.8%
O=c1[nH]c(=O)n(Cc2ccccc2)c2nc(-c3ccc(C(F)(F)F)cc3)n(CCO)c12	-2.3%	-0.3%	-1.2%	-17.3%	?	3.4%	-30.8	-1.2%	0.2%	0.0%	0.5%
COc1cc(Cl)ccc1OCc1cc(C(=O)N(C)Cc2nnc(C)o2)no1	3.0%	-0.1%	-1.5%	?	?	-1.9%	8.1	1.7%	5.8%	0.4%	1.8%
CCCCC(CC)C(=O)Nc1cc([N+](=O)[O-])ccc1F (stereo unspecified)	-4.7%	-0.1%	-1.4%	0.0%	-0.1%	-19.8%	11.1	-0.6%	-2.0%	-0.2%	7.7%
CC(C)CN1CCC(CNC(=O)CCc2nnc(Cc3c[nH]c4ccccc34)o2)CC1	-2.8%	0.2%	-2.2%	12.8%	?	-0.4%	-9.3	1.1%	-11.1%	-6.5%	-2.8%
COc1cccc(NC(=S)N2CCC(NC(=O)C3CCCCC3)CC2)c1	2.6%	-0.5%	-0.1%	-0.4%	-20.2%	-9.2%	-2.5	1.8%	6.6%	0.8%	7.1%
O=C(CSc1nnc(SCc2ccc(F)cc2)s1)Nc1ccc(C(=O)O)cc1	-3.2%	-0.1%	-4.1%	-9.0%	?	-0.7%	-15.1	0.0%	-1.2%	-2.5%	1.4%
Cc1ccc(-c2c(C(=O)N/N=C/c3ccsc3)nnn2-c2nonc2N)cc1	10.4%	0.7%	-4.2%	0.3%	13.0%	1.3%	-1.9	3.3%	-0.9%	-1.1%	5.9%
CC(C)NC(=O)Cn1cc(C(=O)C2CC2)c2ccccc21	3.4%	-0.3%	0.1%	5.0%	10.4%	-12.1%	-2.4	-0.1%	8.9%	0.6%	3.5%
COC(C(=O)Nc1ccnn1C1CCN(Cc2cccc(C)n2)CC1)c1ccccc1 (stereo unspecified)	3.4%	0.2%	-1.4%	?	0.8%	7.6%	12.3	-1.3%	9.9%	2.6%	-5.8%
O=C(COC(=O)c1ccccc1OCc1ccc(Cl)cc1)NC1CC1	5.5%	-0.5%	-7.8%	-23.8%	-2.9%	0.2%	1.9	2.0%	12.3%	2.3%	5.8%
CN(Cc1nc(-c2cnccn2)no1)C1CC(C)(C)NC(C)(C)C1	0.1%	0.2%	0.5%	-1.1%	8.5%	7.9%	-2.8	1.0%	6.1%	-7.4%	-2.2%
COc1cccc(C(=O)Nc2nnc(Cc3ccc(OC)c(OC)c3)s2)c1	5.3%	11.5%	-2.2%	-3.8%	?	1.5%	22.6	-6.2%	1.9%	-7.6%	-2.4%
C#CCOCCOCCOCCNc1nc(N2CCN(C(=O)[C@H]([C@@H](C)CC)n3cc([C@@H](N)Cc4ccc(O)cc4)nn3)CC2)nc(N2CCN(C(=O)[C@H](CCCCN)n3cc([C@@H](N)CO)nn3)CC2)n1	.	0.5%	.	7.6%	?	.	13.0	3.7%	6.3%	18.4%	-0.1%
Cn1c(N2CCOCC2)c(/C=N/O)c2ccccc21	5.2%	0.0%	-1.2%	-5.8%	5.7%	-1.3%	-0.7	1.0%	-4.4%	-0.1%	4.4%
C=CCN(CC(O)c1cccc([N+](=O)[O-])c1)C(C)CCc1ccccc1 (stereo unspecified)	0.7%	0.3%	-5.7%	0.0%	21.2%	1.4%	-14.0	-1.4%	?	-4.5%	4.1%
c1ccc(Cn2ncc3c(N4CCN(C(c5ccccc5)c5ccccc5)CC4)ncnc32)cc1	3.6%	-0.4%	-0.1%	-17.6%	-0.5%	1.6%	-30.7	3.2%	3.9%	1.5%	1.6%
Cc1cc(C)cc(N(C(C)C(=O)NCCC2=CCCCC2)S(C)(=O)=O)c1 (stereo unspecified)	-1.8%	-0.8%	-8.9%	?	?	.	3.0	-9.9%	-5.6%	0.8%	-1.5%
COc1cccc(CC(Cc2nc3ccccc3[nH]2)c2nc3ccccc3[nH]2)c1 (stereo unspecified)	7.1%	0.2%	-2.7%	-12.4%	?	3.3%	0.3	1.9%	1.4%	-11.0%	17.6%
CCOC(=O)c1c(NC(=O)CSc2cn(CC)c3ccccc23)sc2c1CCC2	4.1%	-0.1%	-2.7%	0.4%	1.4%	14.2%	-3.6	3.5%	-0.7%	-5.4%	0.0%
O=C(NCc1ccc(F)cc1Cl)C1CCN(S(=O)(=O)N2CCC3(CC2)OCCO3)CC1	5.1%	-0.5%	-2.7%	?	-0.5%	8.4%	36.6	2.9%	0.1%	-8.2%	1.1%
CCN(CC)C(=O)CCNS(=O)(=O)c1ccc(C)cc1	-9.6%	-0.2%	0.5%	-7.6%	4.9%	2.2%	14.6	-0.2%	4.5%	2.7%	0.8%
Cc1ccc(S(=O)(=O)N(C)Cc2ccc(C(=O)NN=C3C4CC5CC(C4)CC3C5)cc2)cc1	1.5%[46.1 µM]	-0.6%	0.2%	-2.8%	14.3%	1.3%	-2.7	4.7%	9.5%	2.4%	5.7%
N=C(N)SCc1ncccc1O	1.6%	-0.7%	-4.3%	-10.7%	-11.3%	2.4%	-6.4	3.9%	?	-5.4%	4.1%
Cc1ccc(C(=O)NC(C)C2CC3CCC2C3)c(C)c1 (stereo unspecified)	1.6%	0.6%	-5.3%	?	-0.9%	-3.9%	-19.1	0.7%	-16.5%	0.1%	-1.5%

High-throughput results as filed in PubChem.
